Bioassay records as filed in PubChem.
ATXN2 expr inh: ATXN2 expression inhibition. 360,000 compounds, 0.72% hits. Potency, µM (top dose mostly 57 µM), for the others: at the highest dose activity change, negative = inhibition, usual class: inhibitors. AID 1745845. HEK-293 ATXN2-luciferase reporter, luminescence, 24 h; also: potency is read from the fitted curve at half-maximal effect; % is scaled to controls: 0 for no effect and ±100 for the full control effect; nearly all actives have a fitted effect of over 55% in size
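qHTS (up to 57 uM final) was run with 24 h compound exposure of reporter cells at 37 °C. Each well was multiplexed: SteadyGlo luminescence measured ATXN2-luciferase expression after a fluorogenic Gly-Phe-AFC viability readout (25 uM final).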
MCF10A rereplic: induces DNA re-replication in MCF 10a normal breast cells; MCF 10A DNA re-replication, Hoechst nuclear intensity, 48 h; Potency, µM (doses to about 46.1 µM), for the others: at the top dose activity, positive = re-replication, actives largely listed as activators; 350,000 compounds, 2.9% hits; AID 624296; also: potency is read from the fitted curve at half-maximal effect; % of control where 0% means no effect; nearly all actives have a fitted effect of over 50% in size
TGFb inhibitor: blocks TGF-b signaling; HepG2 CAGA-GFP TGF-b/SMAD3 reporter, GFP fluorescence, 18 h; TGF-beta stimulated, 500 pg/mL final; 410,000 compounds, 1.2% hits; Potency, µM (highest dose often 46.1 µM), for inactives: at the top dose activity, negative = inhibition, usual class: inhibitors; also: potency is read from the fitted curve at half-maximal effect; % is scaled to controls: 0 for no effect and ±100 for the full control effect; nearly all actives have a fitted effect of over 65% in size
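GFP signal (ex488/em500-530) from TGF-beta-stimulated HEPG2 CAGA-GFP cells, 500 pg/mL final, 18 h at 37 degrees C in DMEM plus 1% FBS, normalized to unstimulated and DMSO-stimulated controls.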
ATXN viability: reduces viability in counter-screen for ATXN expression inhibitors | S2 cells (HEK-293 line with an ATXN2-luciferase reporter) viability, CellTiter-Fluor protease fluorescence, 24 h | Potency, µM (highest dose often 56.7 µM), most hits filed as cytotoxic | 400,000 compounds, 0.49% hits; also: potency is read from the fitted curve at half-maximal effect; nearly all actives have a fitted effect of over 40% in size
Nrf2 inh: inhibitors of Nrf2 signaling. A549 ARE-Fluc reporter, luciferase luminescence, 18-24 h. Potency, µM (highest dose often 46 µM), inactives show top-dose activity change, negative = inhibition, most hits filed as inhibitors. 360,000 compounds, 2.1% hits; also: potency is read from the fitted curve at half-maximal effect; % is scaled to controls: 0 for no effect and ±100 for the full control effect; nearly all actives have a fitted effect of over 60% in size
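In this cell-based qHTS, ARE-driven firefly luciferase in A549 cells reports Nrf2 activity; the luminescent signal after BugLite lysis is the measured value, with a prior CellTiter-Fluor read for cell health.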
Nrf2 activator: activates Nrf2 signaling; AID 624171; 410,000 compounds, 0.31% hits; Potency, µM (top dose mostly 46.1 µM), without a hit: at the top dose activation, most hits filed as activators; AREc32 ARE-luciferase reporter (MCF7-derived line), luminescence, 24 h; also: potency is read from the fitted curve at half-maximal effect; % of control where 0% means no effect; nearly all actives have a fitted effect of over 65% in size
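Reporter line AREc32 (ARE-Fluc), seeded overnight in OPTI-MEM with 5% FBS; compound pin-transferred, 24 hr at 37 deg C, 5% CO2; luminescent read-out.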
HepG2 viability: HepG2 cytotoxicity, counter-screen for TGF-b inhibitors; HepG2 CAGA-GFP viability, ATP luminescence, 18 h; 410,000 compounds, 0.76% hits; Potency, µM (titrated, usually from 46.1 µM), for the others: top-dose activity change, negative = cytotoxicity, most hits filed as cytotoxic; AID 588856; also: potency is read from the fitted curve at half-maximal effect; some results filed as inactive show a strong effect at the top dose
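HepG2 CAGA-GFP cells (1000/well, DMEM with 1% FBS) received compound, then TGF-beta at 500 pg/mL final, and were incubated 18 hours at 37 degrees C. Viability was read by CellTiter-Glo luminescence. Media-only wells were set as complete cell-killing and DMSO as no toxicity.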
IL-1B inflam inh: inflammasome signaling inhibition, IL-1 beta readout. AID 743279. THP-1 LPS/ATP IL-1B secretion, AlphaLISA, 16 h; hits give low values. 360,000 compounds, 4.7% hits. activity change, % at 57.5 µM; in the data active = activity change below about -50%; inconclusive = mostly about -30% to -49%; also: % is scaled to controls: 0 for no effect and ±100 for the full control effect
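Secreted IL-1B measured by AlphaLISA bead assay after 16 h compound exposure of THP-1 cells; compounds (final up to 57.5 uM) added 1 h before LPS (250 ng/mL) and ATP (1.25 mM) stimulation; lower signal means less secretion.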
A549 tox: counter-screen for Nrf2 inhibitors: cytotoxicity in A549 cells. 390,000 compounds, 0.16% hits. Potency, µM (doses to about 46 µM), without a hit: at the highest dose activity change, negative = cytotoxicity, most hits filed as inhibitors. A549 ARE-Fluc cells, CellTiter-Fluor viability, 18-24 h; also: potency is read from the fitted curve at half-maximal effect; % is scaled to controls: 0 for no effect and ±100 for the full control effect
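A549 ARE-Fluc cells in 5% FBS OPTI-MEM, 5000 cells/well, rested 2 h then exposed to compounds in concentration-response for 18-24 h at 37 °C. Viability by CellTiter-Fluor fluorescence (Ex 405/Em 525) after 30 min; luciferase luminescence (BugLite, 15 min, RT) read afterwards.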
An asterisk follows results filed as active; i = inactive; ? = inconclusive; nt = not tested or not shown; [ ] = remark or other dose. Unless noted, calls follow the shape of the dose curve; as a rule, active = well fitted curve in the direction sought with a large enough effect; inconclusive = small, poorly fitted or top-dose-only effect, or another doubt; inactive = no such curve, though single readings can be large; an effect the other way counts as inactive or inconclusive.

Start of the data: the first 2 compounds (preview)
compound | ATXN2 expr inh | MCF10A rereplic | TGFb inhibitor | ATXN viability | Nrf2 inh | Nrf2 activator | HepG2 viability | IL-1B inflam inh | A549 tox
CCCCNC(=S)N(C)/N=C/c1c(F)cccc1F | -2% | 4% | 4% | ? | 8% | 0.1% | -17% | -21 | 1%
COc1ccc(CCNC(=O)CCN2C(=O)[C@@H]3Cc4ccccc4CN3C2=O)cc1 | 10% | 11% | 3% | i | 19% | 0.2% | 4% | 3 | 12%

All compounds of this part, previewed entries included:
compound | ATXN2 expr inh | MCF10A rereplic | TGFb inhibitor | ATXN viability | Nrf2 inh | Nrf2 activator | HepG2 viability | IL-1B inflam inh | A549 tox
CCCCNC(=S)N(C)/N=C/c1c(F)cccc1F | -2% | 4% | 4% | ? | 8% | 0.1% | -17% | -21 | 1%
COc1ccc(CCNC(=O)CCN2C(=O)[C@@H]3Cc4ccccc4CN3C2=O)cc1 | 10% | 11% | 3% | i | 19% | 0.2% | 4% | 3 | 12%
O=[N+]([O-])c1ccc(S(=O)(=O)Nc2cccc(-c3ccc(N4CCCC4)nn3)c2)cc1 | 10% | 2% | ? | ? | 7% | 3.0% | -16% | -6 | -5%
Cc1cccc(NC(=O)CNC(=O)CN2C(=O)NC3(CCCCC3C)C2=O)c1C (stereo not given) | 3% | 1% | 20% | i | 1% | 0.7% | -6% | 6 | -7%
COc1ccc(NC(=O)/C(=C\c2ccc(F)cc2)NC(=O)c2ccco2)cc1 | 18% | -4% | ? | i | 0% | -0.2% | -2% | -9 | -2%
c1ccc(-c2nnc3n2CCCC3)cc1 | 7% | 1% | 53%[activator] | i | 12% | -0.3% | -3% | 17 | 2%
CCOC(=O)Cc1c(C)nc2c(-c3ccccc3OC)c(C)nn2c1C | 2% | 8% | -25% | i | 4% | -0.7% | -3% | -11 | -6%
c1ccc2c(c1)oc1c(NCCCn3ccnc3)ncnc12 | 6% | -3% | -13% | i | ? | 3.6% | 8% | 17 | -3%
CCN1c2ccccc2-c2nc3ccccc3n2C1c1ccncc1 (stereo not given) | -7% | 2% | 25% | i | -2% | -1.1% | 1% | -8 | -6%
CCn1cc(C2=NC(C)CO2)c2ccccc21 (stereo not given) | -19% | 1% | 2% | i | nt | 0.2% | -24% | -3 | 12%
O=C(c1cn(-c2ccccc2)nc1-c1ccncc1)n1nnc2ccccc21 | -7% | ? | -4% | i | -6% | 5.4% | 6% | -18 | -1%
Cn1cc(-c2coc3c(C(=O)NCc4ccco4)cccc23)cn1 | 2% | nt | 18% | i | nt | 10.0% | -13% | -13 | nt
CCCC(=O)NC(C)c1nc2ccccc2n1Cc1ccccc1 (stereo not given) | -11% | nt | -5% | i | -22% | -0.4% | -39% | nt | 2%
COc1ccc(Br)cc1/C=N/NC(=O)CN1CCCCC1 | 28% | -1% | 2% | i | 5% | 0.2% | -3% | 6 | 3%
Cc1cccc(OCC(=O)Nc2ccc(C(=O)O)cc2NC(=O)COc2cccc(C)c2)c1 | 7% | 1% | 0% | i | 4% | 0.5% | -9% | 9 | 1%
Nc1ncnc2c1ncn2C1CCCC1 | 2% | -1% | 12% | i | 6% | 0.4% | -49% | -14 | -6%
CCOC(=O)C1CCCN(C(=O)c2cn(CC(C)C)c(=O)c3cc(OC)c(OC)cc23)C1 (stereo not given) | 2% | -2% | -3% | i | 13% | 1.0% | -2% | -15 | -3%
NC(CSC12CC3CC(CC(C3)C1)C2)C(=O)O (stereo not given) | 10% | -3% | 4% | i | -8% | 0.3% | 4% | 24 | 1%
CC1(C(=O)NS(=O)(=O)c2cccc(C#N)c2)CCN1C(=O)C1CCCCC1 (stereo not given) | -1% | nt | 14% | i | nt | -0.4% | 17% | 5 | nt
Cc1ccc2c(c1)CCCN2C(=O)c1cc(C)on1 | 7% | -11% | -7% | i | 2% | 0.0% | -48% | 0 | 7%
COC(=O)c1ccc(CS(=O)(=O)c2ccc(C)cc2)cc1 | 11% | 6% | 12% | i | -19% | -0.8% | -5% | 1 | -4%
O=C(NCC1CCCO1)C1CCC(N2C(=O)c3ccccc3C2=O)CC1 (stereo not given) | -8% | 0% | -3% | i | ? | 0.3% | -21% | 15 | 7%
O=C(NCCC(=O)N1CCCCCCC1)c1ccc(Cl)cc1 | 11% | 4% | -21% | i | 14% | -0.9% | 6% | 1 | -1%
O=C(CN1C(=O)NC2(CCCCCCC2)C1=O)Nc1ccc(OC(F)F)cc1 | -23% | 5% | ? | i | 9% | 3.1% | -43% | -14 | 2%
CCN(Cc1ccc2c(c1)OCCO2)C(=O)CN1C(=O)NC2(CCc3ccccc32)C1=O (stereo not given) | 0% | 5% | -13% | i | -3% | -0.8% | -19% | -11 | -2%
COC(=O)c1cc(-c2cccc([N+](=O)[O-])c2)c2c(=O)n(C)c(=O)n(C)c2n1 | 8% | -1% | -2% | i | 2% | 25% | 3% | 5 | 4%
CC1(C)CC(C)(c2ccc(O)cc2O)N(c2cccc(Cl)c2)C(=S)N1 (stereo not given) | 5% | 0% | 14% | i | -14% | -0.1% | -6% | -11 | -18%
NC(=O)c1nsc(C(=O)N(c2ccccc2)C(C(=O)NCc2ccc(F)cc2)c2ccc(O)cc2)c1N (stereo not given) | -15% | 13µM* | 5% | i | 23% | 6.2% | -17% | -19 | -9%
COc1ccc(N=C2SCC(=O)N2C)cc1 | nt | nt | -7% | i | nt | -0.2% | -15% | -27 | nt
CCC(=O)Nc1ccc(Cl)c(NC(=S)NC(C)=O)c1 | 18% | -3% | 6% | i | 19% | -0.5% | -6% | 27 | 2%
CC(=O)c1cccc(N=c2scc(-c3ccc(S(=O)(=O)N4CCOCC4)cc3)n2CCO)c1 | -38% | -2% | ? | i | 15µM* | 7.5% | -37% | 17 | -1%
CCn1ccnc1[C@@H]1C[C@H]2CN(c3ccccc3OC)C(=O)[C@]23CCCN13 | 0% | -17% | -1% | i | -13% | -0.5% | -2% | 24 | 0%
O=C(O)/C(=C\c1ccc(F)cc1)c1ccc(-c2ccccc2)cc1 | 0% | 3% | ? | i | -14% | 0.3% | -1% | 36 | 0%
O=C(c1cc(-c2cccc(Br)c2)nc2ccccc12)N1CCCC1 | -3% | -15% | -8% | i | -14% | 2.3% | -12% | -2 | -2%
CCCCN([C@H](CO)C(C)C)S(=O)(=O)c1ccccc1Br | -16% | -1% | ? | i | 4% | 0.5% | -19% | 0 | 7%
Cc1ccc(NC(=O)CCNS(=O)(=O)c2ccc3[nH]c(=O)oc3c2)cc1F | -1% | -4% | 0% | i | -1% | 0.5% | 2% | 26 | -3%
CCOC(=O)c1ccc(NC(=O)Nc2ccc(OC)c(OC)c2)cc1 | -3% | -1% | 16% | i | ? | 2.4% | -7% | 39 | -2%
CCCS(=O)(=O)c1nc(S(=O)(=O)c2ccc(C)cc2)c(N2CCCC(C)C2)s1 (stereo not given) | -6% | 5% | -11% | i | 9% | 20% | -5% | -11 | 0%
Nc1ncnc(SCc2c(F)cccc2Cl)n1 | nt | 1% | 4% | i | -15% | 9.9% | 1% | -12 | 0%
Cn1c(=O)c2c(nc(N3CCNCC3)n2Cc2ccccc2Cl)n(C)c1=O | -15% | -3% | 6% | i | 0% | -0.5% | 5% | 0 | -10%
CCn1cc(/C=C(\NC(=O)c2cc(OC)c(OC)c(OC)c2)C(=O)NCCCN2CCOCC2)c2ccccc21 | -6% | 10% | 0% | i | -2% | 2.2% | -2% | 12 | -6%
CCN(CC)C(=O)N1CCN(C(=O)N(CC)CC)CC1 | -3% | 0% | -16% | i | 2% | -0.5% | 7% | 36 | 0%
CCC(=O)Nc1ccc2oc(-c3cccc(C)c3)nc2c1 | 34%[activator] | -2%[9.22 µM] | 0% | i | ? | -0.3% | 20µM* | -21 | -2%
Cc1onc(-c2c(Cl)cccc2Cl)c1COC(=O)c1ccc(Cl)cc1[N+](=O)[O-] | -14% | -1% | 2% | i | ? | 3.4% | 16% | 16 | -3%
O=S(=O)(/N=C(/Sc1ccccc1)c1ccccc1)c1ccccc1 | -23% | 30% | -2% | i | -5% | 0.0% | -22% | -104* | 4%
CCC(C)(C)N1CC(=O)N(Cc2ccccc2)C(c2ccc(OC)cc2)C1=O (stereo not given) | -2% | 0% | 0% | i | nt | -0.4% | 3% | -8 | 3%
Cc1nc2ccccc2c2oc(C(=O)NCCN3CCN(C)CC3)cc12 | -12% | 2% | -10% | i | -19% | 3.8% | -31% | -2 | ?
COc1ccc(-c2noc(CCCc3ccccc3)n2)cc1OC | 7% | ? | 0% | i | 15% | -0.7% | -15% | 13 | -2%
CC1CCN(C(=O)c2ccc(CNc3c(N4CCCC4)c(=O)c3=O)cc2)CC1 | -6% | 0% | -4% | i | -4% | -0.1% | 4% | -1 | 0%
CCN(CC(=O)NCc1ccc(Cl)cc1)C(=O)CCC(=O)c1ccc(C)cc1 | 1% | 0% | -13% | i | 14% | 1.4% | -28% | -11 | 3%
COc1ccccc1OCCOc1ccc(/C=C2\C(=N)N3N=C(S(C)(=O)=O)SC3=NC2=O)cc1 | nt | -1% | -6% | ? | -5% | 0.8% | 1% | -17 | -19%
O=C(COC(=O)C1CCN(C(=O)c2ccc(Cl)cc2)CC1)c1ccco1 | 8% | -2% | -31% | i | 2% | -0.1% | -2% | 7 | 5%
CC1=C(C(=O)Nc2ccc(C(=O)N3CCN(c4ccccc4F)CC3)cc2)SCCO1 | -3% | ? | 8% | i | -9% | 0.2% | -5% | 0 | -7%
O=C(CN1CCN(C(C(=O)Nc2ccc(Cl)cc2C(F)(F)F)c2ccccc2)CC1)NC1CC1 (stereo not given) | -18% | 9% | -6% | i | -16% | 3.0% | 0% | ? | -4%
Cc1c(CC(=O)O)c(=O)oc2c(C)c3occ(-c4ccc(F)cc4)c3cc12 | -22% | 4% | 3% | i | -16% | 0.3% | 0% | 17 | -7%
OC(c1ccc(-c2ccccc2)cc1)c1ncc(-c2ccc(C(F)(F)F)cc2)[nH]1 (stereo not given) | ? | nt | ? | ? | nt | -1.3%[9.22 µM] | -113% | -11 | nt
